HSF1 inhib = HSF1 inhibitors in luciferase reporter cells, primary screen, cell-based, NIH3T3, luminescence. activity change, negative = inhibition, % at 7.5 µM (by protocol). 300,000 compounds, 0.77% hits. NIH3T3-HGL HSE-luciferase, MG132-induced, luminescence 8 h; hits give low values. AID 2098, 2009;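 active = more than half of replicate wells show activity change below -50%, luminescence cut by over half; inconclusive = some wells, but at most half, below -50%; inactive = no replicate well below -50%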;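 also: luciferase reports HSF-1 transcriptional activity via heat shock element; 0% = median of DMSO wells and -100% = zero luminescence signal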
SKKanGAS inh = S. pyogenes SKKanGAS growth inhibitors in kanamycin, primary screen, streptokinase expression inhibitor project, SKKanGAS strain, BacTiter-Glo luminescence; 300,000 compounds, 1.3% hits; 6 h; inhibition, % at 7.5 µM;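 active = mean replicate score, as percent of positive control median, at least 50; inconclusive = mean below 50 but one replicate at or above 50; inactive = mean and every replicate below 50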;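 also: strain carries kanamycin resistance gene driven by streptokinase promoter and grows in 40 µg/ml kanamycin; loss of luminescence reflects streptokinase promoter inhibition or plain growth inhibition; 0% = median of DMSO wells and 100% = positive control at its reference dose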
HSF-1 act = HSF-1 activators, primary screen, NIH3T3-HGL cells, MG132 stress, luminescence, single point | activation, % at 9 µM | NIH3T3-HGL HSF-1 luciferase reporter, 8 h; 100% = twice DMSO control signal | 300,000 compounds, 1.7% hits;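 active = mean replicate activation of at least 50% with a set share of replicates each reaching 50%; inconclusive = only one of those two conditions met; inactive = mean below 50% and too few replicates reaching it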;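 also: 0% = median of the neutral control wells and 100% = twice that signal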
IEC-6 tox = cytotoxicity in IEC-6 intestinal epithelial cells, primary screen, cytotoxicity control for KLF5 inhibitor project, cell-based, luminescence. IEC-6 cytotoxicity, luminescence viability. inhibition, % at 5 µM. 290,000 compounds, 0.78% hits. AID 1825, 2009; in the data active = inhibition above about 22%;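 also: 0% = plate median of test compound wells and 100% = cytotoxic reference compound wells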
aSyn UTR inh = MLPCN primary screen, SNCA 5' untranslated region. alpha-synuclein 5'UTR reporter, inhibitor activity. inhibition, % (tested at 7.5 µM). 300,000 compounds, 0.82% hits. AID 1813, 2009; in the data active = inhibition above about 60%; inconclusive = no clear call, values can overlap the other calls;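 also: H4 neuroglioblastoma cells stably carrying SNCA 5'UTR luciferase fusion; 0% = DMSO wells and 100% = positive control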
KLF5 inh = KLF5 expression inhibitors, primary screen, DLD-1 cells, luminescence; DLD-1 KLF5 promoter-luciferase reporter; inhibition, % at 5 µM; 290,000 compounds, 0.23% hits;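 active = inhibition above a per-plate limit of that plate's mean compound inhibition plus 3 SD, cut at about 60% in these data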;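 also: 0% = DMSO wells and 100% = LY294002 at 200 µM; higher means less KLF5 promoter-driven luciferase light; inactives centre near -14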
HSP90 inh = HSP90 inhibitors, primary screen, cell lysate, luminescence | Heat shock protein HSP 90 (rabbit reticulocyte lysate; luciferase refolding) | Rabbit reticulocyte lysate, luciferase refolding luminescence, 3 h | inhibition, % at 5.6 µM | 290,000 compounds, 0.91% hits | AID 1789, 2009;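 active = inhibition above the screen-wide mean plus 3 SD, computed separately per campaign, cut at about 16% in these data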;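 also: 0% = DMSO wells and 100% = 60 µM geldanamycin wells; inhibitors lower the luminescence because luciferase stays unfolded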
Platelet DG rel = inhibitors of platelet dense granule secretion, primary screen, cell-based, MLPCN, human platelets; human platelet-rich plasma, SFLLRN dense granule ATP release, luminescence; inhibition, %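 (compounds screened at 7.5 µM in platelet-rich plasma)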; 300,000 compounds, 0.22% hits;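 active = mean replicate score, as percent of positive control, at or above 50; inconclusive = mean below 50 but at least one replicate at or above 50; inactive = mean and every replicate below 50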
AI-2 QS modul = Vibrio harveyi AI-2 quorum sensing modulators, primary screen, JMH597 strain, luminescence/OD600 ratio | Vibrio harveyi JMH597 AI-2 luminescence/OD600 ratio, 9 h; hits give low values; strain lacks LuxN and CqsS sensors; 0 = neutral-control median | activity change, % at 7.5 µM | 300,000 compounds, 0.4% hits | AID 2094, 2009; in the data active = activity change below about -75%, passing the limit was not always enough; inconclusive = no clear call, values can overlap the other calls;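 also: luminescence divided by OD600 gain over 9 h not by final OD600 alone; inactives centre near 13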
HIF act = HIF pathway transcriptional activators, primary screen, cell-based, U2OS HRE-luciferase, luminescence. AID 1910, 2009. activation, % at 7.5 µM (by protocol). 300,000 compounds, 0.32% hits. U2OS HRE-luciferase reporter; normalized: DMSO 0%, desferrioxamine 100%;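 active = mean activation of at least 10% of the iron chelator positive control signal, with at least half of replicates also reaching 10%; inconclusive = mean and replicate majority disagree about reaching 10%; inactive = mean and most replicates under 10%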
* = called active by the depositor; ? = inconclusive; / = no result given.

canonical_smiles	HSF1 inhib	SKKanGAS inh	HSF-1 act	IEC-6 tox	aSyn UTR inh	KLF5 inh	HSP90 inh	Platelet DG rel	AI-2 QS modul	HIF act
O=C(c1ccccc1)C(CCC(CN1CCOCC1)C(=O)c1ccccc1)CN1CCOCC1 (configuration not stated)	64	-8	86*	9	-5	-14	-3	-9	4	0.4
Cc1cc(C)c(NC(=O)CC(=O)c2ccccc2)c(Cl)c1	-3	1	23	1	-93	-67	4	0	17	-25
Cc1cccc(C)c1OCc1cc(C(=O)N2CCCC2c2nonc2C)no1 (configuration not stated)	13	-12	18	-9	-7	-13	6	-9	21	-10
O=C(COC(=O)c1cc[n+]([O-])cc1)NCC12CC3CC(CC(C3)C1)C2	-4	2	6	-3	-4	11	5	-5	29	-0.1
Cc1ccc(C)c(NC(=S)c2nc3ccccc3s2)c1	23	-17	19	0	-258	16	-2	-5	21	1.3
O=C(c1cccc(N2CCCC2=O)c1)N1CCN(c2cccc(Cl)c2)CC1	1	8	12	44*	12	13	1	1	14	-0.1
O=C(NCCN1CCCCCC1)C1CCN(S(=O)(=O)N2CCOCC2)CC1	0	-16	-6	-2	-12	-16	1	-4	0	-0.2
C=CCNC(=O)c1onc(CSc2cccc(C)c2)c1C(=O)O	3	10	22	-5	-16	-37	-10	-1	9	-0.2
Oc1ccccc1N=Nc1ccccc1O	-5	59*	-6	-3	?	61	-2	-1	25	202*
CC1CCCC(C)N1C(=O)COc1ccccc1F (configuration not stated)	-2	-5	-6	-1	21	8	5	0	37	-0.6
O=C(CSc1ncn(-c2ccccc2)n1)Nc1nc(-c2ccccc2)cs1	2	4	-2	-11	-23	-31	-3	-2	27	0.1
O=C1C2C3C=CC(C4CC34)C2C(=O)N1/N=C/c1c[nH]c2ccccc12 (configuration not stated)	8	3	-6	-5	-141	-51	0	-7	19	1.2
CC(C)CNC(=O)C1c2ccccc2Oc2ccccc21	-2	-3	-13	-2	-11	-26	-1	-4	-7	-0.6
CC1CCN(CC(=O)Nc2cccc(C(=O)Nc3cccc(C(F)(F)F)c3)c2)CC1	0	-7	-6	3	1	14	2	-5	7	0.2
CCCC(=N)C1=C(O)CC(CC(C)SCC)CC1=O (configuration not stated)	2	-2	15	-3	-13	-34	-1	0	24	0.3
O=C1CCCN2N=C(SCC(=O)Nc3ccc([N+](=O)[O-])cc3)SC2=N1	-1	1	10	6	21	-10	0	17	-1	0.0
CC(C(=O)Nc1cc(Cl)cc(Cl)c1)N1CCCC1 (configuration not stated)	0	-2	3	1	5	-27	5	6	4	1.9
CCCn1nc(NC(=O)c2ccncc2)c2cc3ccccc3nc21	1	-5	2	1	5	-17	1	0	20	0.3
CCOC(=O)c1cnc(SC)nc1NCCOC	-6	-14	-10	1	-1	-11	-5	-4	15	0.5
CC(C)CC(c1nnnn1C1CCCCC1)N1CCN(c2ncccn2)CC1 (configuration not stated)	3	1	-4	8	-2	5	3	1	13	-0.5
CCCCCCNC(=O)C(C#N)c1nc2ccccc2nc1N1CCCC1 (configuration not stated)	4	-10	22	10	-2	3	7	-5	-8	-0.4
Cc1ccsc1CNS(=O)(=O)c1ccc(F)cc1	5	8	15	4	2	-25	0	-1	-12	-0.5
COC(=O)c1scc(S(=O)(=O)C(C)(C)C)c1-n1cccc1	-6	2	27	-2	7	-27	1	6	17	-0.3
COCCOc1cc(-n2ccnc2SC)c(Cl)cc1Cl	-1	3	-4	-2	11	-17	0	-5	-3	-0.4
O=C(CCc1ccccc1)Nc1ccc2c(c1)OCO2	-6	4	31	3	-123	-72	3	4	-69	3.1
Cc1ccc(C(=O)NCC(=O)OCC(=O)c2ccc(C)c([N+](=O)[O-])c2)cc1	-1	-3	1	-2	32	-39	-4	-8	15	0.0
CCCCCn1c(CN2CCN(CCO)CC2)nc2c1c(=O)n(C)c(=O)n2C	1	3	8	8	14	-1	3	3	21	-0.2
CCC(c1nc2ccccc2c(=O)n1CCN1CCOCC1)N1C(=O)c2ccccc2C1=O (configuration not stated)	-14	-4	-15	0	-10	5	0	7	18	-0.7
CCOC(=O)c1c(-c2ccco2)csc1NC(=O)COC(=O)c1cnccn1	9	-2	17	/	28	/	/	-6	13	-3.2
COc1cccc(-n2c(N)c(C(=O)Nc3c(C)n(C)n(-c4ccccc4)c3=O)c3nc4ccccc4nc32)c1	4	25	1	-5	-8	10	-1	?	13	1.1
C/C(CCc1ccc2c(c1)OCO2)=N\N=C(/N)SC1CC(=O)N(c2ccc(Cl)cc2)C1=O (configuration not stated)	-15	14	0	-8	2	1	-3	1	20	/
CCc1cc(C(=O)Cc2cnn(-c3ccccc3)c2)c(O)cc1O	-3	14	4	1	-7	-21	2	-3	0	0.1
Cc1ccc(NC(=O)CN2CCC(NC(=O)C3CCCCC3)CC2)c(Br)c1	6	4	-4	-3	29	-15	1	-4	7	-0.5
CC(C)C(NC(=O)CN(c1ccc2c(c1)OCCO2)S(=O)(=O)c1ccccc1)C(C)C	8	-12	7	/	-15	/	/	-11	-2	-0.4
CC(/C=C1\SC(=S)N(NC(=O)c2ccccc2C)C1=O)=C\c1ccccc1	3	6	15	-8	8	-45	0	5	12	-0.3
CCOC(=O)C1=C(C)N(c2nonc2NC(C)=O)C(N)=C(C#N)C1c1ccccc1F (configuration not stated)	6	1	-8	2	13	-11	-2	6	6	-1.3
COc1ccc(/C=N/NC(=O)c2cccc(NC(=O)c3ccccc3Cl)c2)cc1	11	1	2	72*	-99	45	4	10	24	3.0
CCCCC(=O)N1CCN(c2nc3ccc(Cl)cc3s2)CC1	8	-2	21	-2	-148	-135	1	0	13	3.9
CCCCCCCCNC(=O)c1cnccn1	-1	2	-22	4	20	-12	-6	4	-35	-0.7
CCOC(=O)N1CCN(CC(=O)Nc2ccc(F)c(F)c2)CC1	-1	-17	-6	2	-5	-5	0	1	27	0.1
COc1ccc(NC(=O)CCCSc2ccccc2)cc1	8	2	19	11	-37	-4	1	2	5	0.6
Cc1ccn2c(c1)nc(=S)n2C(=O)c1ccco1	22	-6	46	5	-202	-56	-3	-8	7	2.3
COc1ccc(Cc2nnc(SCC(=O)N3CCCC3)o2)cc1	-2	3	-5	-2	-21	-7	4	9	23	0.5
COC(=O)c1ccc(C(=O)OC)c(NC(=O)COC(=O)c2ccccc2OC)c1	-1	7	3	1	15	11	-2	-5	19	-0.5
O=C(COc1cc2oc(=O)c3c(c2cc1Cl)CCC3)Nc1cccnc1	1	-9	17	-3	-17	-33	2	5	13	0.0
Cc1ccccc1-c1nc2sc3c(c2c(=O)n1N)CCCC3	-60*	8	-69	0	-52	-78	38*	-2	24	2.3
CCOC(=O)c1c(C)[nH]c(C)c1S(=O)(=O)NCCc1ccc(SC)cc1	7	-7	19	-4	-11	-21	-1	-12	66	/
Cc1ccc(-n2c3c(c(=O)[nH]c2=O)C(C(F)(F)F)(C(F)(F)F)NC(=O)N3)cc1	-12	4	-2	-2	11	-1	0	0	14	-0.2
COc1ccc(C)cc1NC(=O)C(CCS(C)(=O)=O)NC(C)=O (configuration not stated)	-5	-6	-2	9	-26	-14	-1	20	9	-0.3
CC(=O)c1cccc(N(C(=O)c2ccco2)C(C(=O)NC2CCCCC2)c2ccc(C)o2)c1 (configuration not stated)	2	0	-1	4	-25	-22	4	-6	5	0.4
CN1C(=O)c2ccccc2C(C(=O)O)C1c1cccc(F)c1 (configuration not stated)	0	4	3	1	-14	-2	-4	-1	24	0.1
C/C=C(\C)c1nnc(NC(=O)C(C)C)s1	1	7	-4	2	-32	-25	0	2	26	0.1
O=C1CC(c2cc([N+](=O)[O-])ccc2Cl)c2c(ccc3ccccc23)N1 (configuration not stated)	9	1	8	0	6	-14	0	-10	11	-0.8
O=C1CCN(c2ncccc2[N+](=O)[O-])CC1	-6	18	1	1	1	-13	5	-1	30	0.0
O=C(CON=C1c2ccccc2-c2ccccc21)NC12CC3CC(CC(C3)C1)C2	2	34	4	0	4	-2	-2	-1	-11	-0.8
NC(=O)C1CCN(c2ccc(S(=O)(=O)N3CCCCC3)cn2)CC1	-3	5	-9	4	-16	-2	-1	-2	5	0.5
Cc1ccc(N(CC(O)CN2CCCCC2)S(=O)(=O)c2ccc(C)cc2)cc1 (configuration not stated)	-6	0	-1	-3	-15	-19	0	-6	27	0.4
O=C(O)c1ccccc1C(=O)Nc1ccc(-n2nc(C(F)(F)F)cc2C(F)(F)F)cc1	0	-3	-1	6	-3	9	2	13	15	-3.2
